# p53ts 32C kill = kills p53ts cells at the permissive temperature; 130,000 tested, 0.93% active; H1299-p53A138V at 32C, ATP luminescence viability, 24 h; Potency, µM (top dose mostly 46.1 µM), for inactives: at the highest dose activity change, negative = cytotoxicity, actives largely listed as cytotoxic; AID 924;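 note: 0% = DMSO and -100% = full killing by reference compound; nearly all actives have a fitted effect of over 55% in size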
#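 H1299-p53 A138V cells (temperature-sensitive p53) exposed 24 h to up to 46 uM compound at 32C, where p53 is wild-type in conformation. Viability read as ATP luminescence and normalised to DMSO and 100 uM tamoxifen. AC50 fitted with the Hill equation.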
# Peg3 imprint = induces erasure of genomic imprints in mouse ES cells | AID 1948 | 110,000 tested, 0.02% active | mouse ES Peg3-LacZ reporter, beta-gal luminescence, 40 h | Potency, µM (series often up to 60.7 µM), inactives show top-dose activity change, positive = activation, usual class: activators;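 note: 0% = negative control wells on the plate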
#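 Each well holds 300 Peg3LacZ-Neo (maternal) female ES cells incubated 40 h at 37C, 5% CO2. LacZ is measured by BetaGlo luminescence, with AC50 and maximum efficacy derived from dose-response curves.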
# p53ts 39C kill = cytotoxicity in p53ts cells at nonpermissive temperature; H1299-p53A138V viability at 39C, ATP luminescence, 24 h; Potency, µM (titrated, usually from 46.1 µM), for inactives: at the top dose activity change, negative = cell killing, usual class: cytotoxic; 130,000 tested, 1.5% active; AID 902; note: nearly all actives have a fitted effect of over 55% in size
# IkB sig inh = IkB pathway inhibition in ABC-DLBCL cells; ABC-DLBCL IkBa-CBG/CBR dual luciferase ratio, 4 h; response scale: scaled: untreated 0%, proteasome inhibitor 100%; 110,000 tested, 0.04% active; Potency, µM (highest dose often 57.1 µM), for the others: at the top dose IkBa stabilization activation; active = well fitted curve in the direction sought with a large enough effect in the signal ratio, not every such curve was filed as active; inconclusive = small, poorly fitted or top-dose-only effect, or a change in a side signal; the % refers to the signal ratio;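 note: the direction sought is a rising ratio; 0% = basal untreated cells and 100% = reference inhibitor full response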
#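 In this assay, an IκBα–CBG68 fusion accumulates when IKK-driven degradation is blocked; native CBR normalizes for cell number. OCI-Ly3 cells were treated 4 h with compound and doxycycline, then green and red light read after Chroma-Glo addition.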
# * hit, by the source's call; ? = inconclusive; . = no result given; & = joins results of further samples; [ ] = remark or other dose. Unless noted, calls come from the whole dose curve; as a rule, active = well fitted curve in the direction sought with a large enough effect; inconclusive = small, poorly fitted or top-dose-only effect, or another doubt; inactive = no such curve, though single readings can be large; an effect the other way counts as inactive or inconclusive. Unless noted, % is set by controls: 0 for no effect and ±100 for the full control effect; potency is the fitted concentration of half-maximal effect. This is a random part of the collection; overall some 1.8% were active at least once.
# Sample of the layout:
SMILES,p53ts 32C kill,Peg3 imprint,p53ts 39C kill,IkB sig inh
O=C(O)[C@H](Cc1c[nH]c2ccccc12)N1C(=O)c2ccccc2C1=O,-3%[9.22 µM],-6%[10.9 µM],-3%[9.22 µM],0.9%[11.4 µM]
Cc1ccc2c(c1)NCCO2,18%,-4%,-10%,2.9%
Cc1ccc(NC(=O)CSc2nc3ccccc3nc2Cc2ccccc2F)cc1F,0%,-5%[10.9 µM],?,6.8%

# All compounds of this part, repeating the preview:
SMILES,p53ts 32C kill,Peg3 imprint,p53ts 39C kill,IkB sig inh
O=C(O)[C@H](Cc1c[nH]c2ccccc12)N1C(=O)c2ccccc2C1=O,-3%[9.22 µM],-6%[10.9 µM],-3%[9.22 µM],0.9%[11.4 µM]
Cc1ccc2c(c1)NCCO2,18%,-4%,-10%,2.9%
Cc1ccc(NC(=O)CSc2nc3ccccc3nc2Cc2ccccc2F)cc1F,0%,-5%[10.9 µM],?,6.8%
COC(=O)c1sccc1S(=O)(=O)N(CC(=O)Nc1c(C)cccc1C)c1ccc(C)c(C)c1,7%,4%[10.9 µM],-9%,?
CCOC(=O)C1=C(SCC)c2cc3c(n2C1=O)CCCC3,-14%,.,-17%,.
COc1ccc(C(c2c(C)[nH]n(C(N)=S)c2=O)C(C#N)C#N)cc1 (stereo not drawn),-5%,.,17%,.
COC(=O)c1c(NC(=O)c2cc(=O)c3c(C)cc(C)cc3o2)sc2c1CCCC2,-7%,17%[10.9 µM],3%,-1.9%
CCOc1ccc2nnnn2n1,5%,-1%,-3%,-2.3%
Nc1nc(=O)c2[nH]cnc2n1O,3%[9.22 µM],-6%[10.9 µM],4%[9.22 µM],0.3%[11.4 µM]
Cc1cccc(S(=O)Cc2ccc(C(=O)NC3CCCCCC3)o2)c1 (stereo not drawn),-2%,-15%[10.9 µM],-15%,?
COc1cccc(C(=O)OCc2ccccc2C#N)c1O,0%,-27%,-4%,-0.1%
CC1CCN(C(=O)Cn2c(=O)n(CC3CCC(C(=O)NC(C)C)CC3)c(=O)c3sccc32)CC1 (stereo not drawn),-1%,-8%[10.9 µM],-10%,-0.7%
O=c1c2c3c(sc2ncn1/N=C/c1ccco1)CCCC3,?,-7%,-15%,0.0%
COc1cccc(C(C(=O)NC2CCCC2)N(Cc2ccccc2OC)C(=O)c2ccco2)c1 (stereo not drawn),2%,.,28%,.
CN(C(=O)c1cccc(C#N)c1)c1nnc(-c2ccccn2)s1,-7%,.,-3%,-2.8%
CSc1ccc(C2c3c(oc4ccc(F)cc4c3=O)C(=O)N2c2ccc(C)cn2)cc1 (stereo not drawn),-12%,-8%[10.9 µM],3%,2.2%
C=CCOc1c(Br)cc(CNc2nccs2)cc1OC,3%,.,18%,.
COc1cc(-c2nc(Cn3nnc(C(=O)Nc4cccc(Cl)c4)c3C)c(C)o2)cc(OC)c1OC,3%,3%[10.9 µM],-9%,2.3%
CCc1nnc2c(NCCc3ccc(OC)c(OC)c3)nc3ccccc3n12,0%,-4%[10.9 µM],-17%,?
CC(C)OC(=O)Cn1cnc2ccc(Br)cc2c1=O,-2%,-8%,2%,-4.6%
CCOC(=O)C1CCCN(S(=O)(=O)c2ccc3[nH]c(=O)oc3c2)C1 (stereo not drawn),2%,-7%[10.9 µM],-16%,?
Cc1ccc(-c2cc(C(=O)Oc3ccccc3)c3cc(C)ccc3n2)cc1,-17%,-6%[10.9 µM],-19%,?
COc1ccc(-c2csc(N3CCN(Cc4ccc5c(c4)OCO5)CC3)n2)cc1,0%,-11%,1%,0.9%
CCOC(=O)C1CCCN(C(=O)c2sc3nc(-c4ccc(OC)cc4)cn3c2C)C1 (stereo not drawn),-4%,-17%,-14%,?
CCCNC(=O)c1ccccc1NS(=O)(=O)c1ccc(OC)c(OC)c1,-7%,-4%,6%,-1.5%
Cc1ccc(Nc2sc(C(=O)c3ccccc3)c(N)c2S(=O)(=O)c2ccccc2)c(C)c1,15%,-5%[10.9 µM],-1%,-0.9%
CCOc1ccc(NC(=O)c2c(C)oc3nc(C)nc(N4CCOCC4)c23)cc1,-1%,7%[10.9 µM],7%,-2.3%
CCOc1ccc(NC(=O)c2cc(C)nc3c2c(C)nn3-c2cccc(F)c2)cc1,-1%,13%[10.9 µM],9%,-2.8%
Cc1nn2cc(-c3ccc(N)cc3)nc2s1,-27%,.,?,0.2%
CCC(=O)NC(Nc1cc(C)cc(C)n1)(C(F)(F)F)C(F)(F)F,-8%,.,18%,.
CC(C)C(c1nnnn1C1CCCC1)N1CCN(c2ccccc2F)CC1 (stereo not drawn),16%,-12%,3%,0.9%
CCCCc1nc2ccccc2n2cc3c(=O)n(C)c(=O)n(C)c3c12,6%,-5%,6%,-1.9%
CCOc1ccc(CCNC(=O)c2ccc(CS(=O)(=O)c3ccccc3C)o2)cc1OCC,-8%,-16%[10.9 µM],-13%,?
COC(=O)c1ccc(Oc2nc(Nc3ccc(F)cc3)nc(N3CCCC3)n2)cc1,0%,-16%,-2%,-0.1%
CCN(CC)CCCNC(=O)c1ccc2c(Cl)c3c(nc2c1)CCCC3,-9%,15%[10.9 µM],?,?
CCCC(=O)N1c2ccccc2[C@@H](N(C(C)=O)c2ccccc2)C[C@H]1C,4%,-14%,9%,3.2%
O=C1NC2(CCCCC2)N=C1c1ccccc1,3%,-11%,6%,-1.7%
Cc1onc(-c2ccccc2)c1C(=O)Nc1ccc(S(=O)(=O)NC2=NCCCCC2)cc1,-2%,-11%,-7%,-0.7%
CCCCNC(=S)NNC(=O)c1csc(C)c1,11%,.,9%,.
COc1ccc(CN2CC(C(=O)N3CCOCC3)CC2=O)cc1 (stereo not drawn),-7%,-6%,-2%,-1.4%
Cc1c(C)n(C(=O)CN2CCN(c3ccccn3)CC2)c2ccccc12,-9%,-4%,1%,?
CCCCNS(=O)(=O)c1cccc(S(=O)(=O)N2CCCC2)c1,1%,-2%,5%,2.4%
O=C(NC1CCCCC1)C(c1ccccc1)N(Cc1ccco1)C(=O)Cn1cnc2ccccc21 (stereo not drawn),9%,-8%,-4%,2.2%
CC(=O)N=c1sc2nc3ccccc3nc2n1N(C(C)=O)C(C)=O,0%,-7%,2%,1.2%
NC(N)=NC[C@H](N)C(=O)O,-1%[9.22 µM],1%[10.9 µM],16%[9.22 µM],-0.9%[11.4 µM]
COc1ccc(S(=O)(=O)N2CCCC(C(=O)NCc3ccncc3)C2)cc1Cl (stereo not drawn),6%,-12%,-4%,0.2%
COc1ccccc1C(=O)N1CCN(Cc2cc(=O)oc3cc(C)ccc23)CC1,5%,-9%[10.9 µM],-31%,1.3%
O=C1Nc2ccccc2CCC1Sc1nnc(-c2ccc(Cl)cc2)s1 (stereo not drawn),-21%,.,11%,.
COc1ccccc1Cn1c(CNS(=O)(=O)c2ccc(CC(C)C)cc2)nc2cccnc21,8%,-16%[10.9 µM],-13%,?
COc1cccc(C2C(C#N)=C(N)OC3=C2C(=O)CCC3)c1OC(=O)c1ccco1 (stereo not drawn),6%,-32%[inhibitor],15%,5.5%
COc1cccc(C2/C(=C(\O)c3c(C)nc4c(C)cccn34)C(=O)C(=O)N2CCCN(C)C)c1OC (stereo not drawn),-2%,-11%,8%,1.1%
COc1cc(NC(=O)c2ccc(F)cc2)c(OC)cc1Cl,5%,.,12%,.
COc1cc(NC(=O)C2=C(N3CCOCC3)/C(=C\c3ccc(Br)cc3)CC2)cc(OC)c1OC,-2%,.,0%,.
Cc1ccccc1CN1C(=O)C(O)(CC(=O)c2ccccc2)c2cc(Cl)ccc21 (stereo not drawn),27%,-16%[10.9 µM],25%,?
CC(C)NC(=O)C1CCCN(S(=O)(=O)c2ccc3c(ccn3C)c2)C1 (stereo not drawn),-1%,12%[10.9 µM],-10%,1.3%
Cc1cccc(C)c1NC(=O)N1CCC(C(N)=O)(N2CCCCC2)CC1,-7%,-5%[10.9 µM],-5%,-1.0%
CC(=O)Nc1ccc(NC(=O)CSc2nc3ccccc3nc2N2CCOCC2)cc1,11%,9%[10.9 µM],19%,?
COc1ccc(CN(C(=O)c2cc(=O)c3ccccc3o2)C2CCS(=O)(=O)C2)cc1OC (stereo not drawn),0%,8%[10.9 µM],20%,0.9%
O=C1CC(N2CCN(c3cccc(C(F)(F)F)c3)CC2)C(=O)N1c1ccc(F)cc1 (stereo not drawn),-3%,-11%,-12%,1.7%
COC(=O)c1sc(N2C(=O)c3oc4ccccc4c(=O)c3C2c2cccs2)nc1C (stereo not drawn),3%,-10%,0%,-1.2%

# New compounds follow.
SMILES,p53ts 32C kill,Peg3 imprint,p53ts 39C kill,IkB sig inh
CCCCC1=NC2(CCCC2)C(=O)N1Cc1ccc(-c2ccccc2-c2nn[nH]n2)cc1,-13%,0%,0%,.
Cn1c(SCC(=O)Nc2cccc(NC(=O)c3cccs3)c2)nnc1-c1ccncc1,8%,-11%,10%,-0.6%
Cc1cccc(OCc2nc(CC(=O)Nc3ccc(C)c(C)c3)cs2)c1,-3%,-12%[10.9 µM],8%,-1.3%
CCOc1ccc2[nH]c(=O)c(CN(CCCO)C(C)=O)cc2c1,-6%,27%,-2%,-0.4%
Nc1nc(C(=O)N2CCOCC2)nn1C(=O)c1ccc(Cl)cc1,6%,-5%,-8%,1.1%
CC(=O)Nc1ccc(S(=O)(=O)NCC2CCC(C(=O)NCCc3ccccc3)CC2)cc1 (stereo not drawn),-1%,-11%[10.9 µM],16%,?
O=C(NC1CCN(C(=O)NCc2ccccc2)CC1)c1ccco1,7%,-4%,-3%,0.3%
COc1cccc(-c2nnn(CC(=O)Nc3ccc(C)cc3C)n2)c1OC,3%,15%,4%,-0.8%
CCCOc1ccc(NC(=O)CC2C(=O)N(c3cccc(OC)c3)C(=O)N2CCc2ccncc2)cc1 (stereo not drawn),-1%,10%[10.9 µM],10%,?
CCCCn1nc(NC(=O)c2cccs2)c2cc3ccccc3nc21,-2%,.,-18%,.
CCCn1c(=S)[nH]c2cc(C(=O)N3CCCC(C(=O)OCC)C3)ccc2c1=O (stereo not drawn),-6%,-14%,-3%,-0.7%
COc1cccc2cc(C(=O)N3C(C)CCCC3C)c(=O)oc12 (stereo not drawn),-12%,.,5%,.
O=C(NCc1ccco1)C1CCN(S(=O)(=O)c2cccc3cccnc23)CC1,4%,-12%,7%,0.8%
Cc1c2cnn(-c3ccccc3)c(=O)c2c(C)n1C(C)C(=O)Nc1ccccc1C(F)(F)F (stereo not drawn),-9%,6%[10.9 µM],-3%,?
O=C(Nc1ccc2c(c1)OCO2)C1CCCN1C(=O)OCc1ccccc1 (stereo not drawn),4%,-7%,16%,2.6%
CC(N)=NCCC[C@H](N)C(=O)O,-1%&13%,-1%,5%&12%,-0.2%&2.9%
O=C(CN1C(=O)c2ccccc2C1=O)N1CCOCC1,3%,3%,18%,-0.1%
Cc1cc2n(n1)C(c1c[nH]c3ccccc13)Nc1ccccc1-2 (stereo not drawn),-5%,3%,-24%,?
CCCCOc1cccc(C(=O)Nc2cc3nn(-c4ccc(F)cc4)nc3cc2C)c1,1%,-12%[10.9 µM],8%,-3.2%
COC(=O)C1=C(CSc2nc3c(cc2C#N)CN(C)CC3)OC(N)=C(C#N)C1c1ccc(F)cc1 (stereo not drawn),15%,.,27%,.
COc1ccc(NC(=O)[C@@H]2[C@@H]3C(=O)N(C4CCCCC4)C(=O)[C@@H]3C3c4ccccc4C=CN32)cc1 (stereo partly drawn),14%,-3%,-1%,?

# 2 entries from above, as labelled records:
> CCCCC1=NC2(CCCC2)C(=O)N1Cc1ccc(-c2ccccc2-c2nn[nH]n2)cc1
- p53ts 32C kill: -13%
- Peg3 imprint: 0%
- p53ts 39C kill: 0%
- IkB sig inh: .
> Cn1c(SCC(=O)Nc2cccc(NC(=O)c3cccs3)c2)nnc1-c1ccncc1
- p53ts 32C kill: 8%
- Peg3 imprint: -11%
- p53ts 39C kill: 10%
- IkB sig inh: -0.6%

# Quoted at random: three compounds from above
SMILES,p53ts 32C kill,Peg3 imprint,p53ts 39C kill,IkB sig inh
CC1CCN(C(=O)Cn2c(=O)n(CC3CCC(C(=O)NC(C)C)CC3)c(=O)c3sccc32)CC1 (stereo not drawn),-1%,-8%[10.9 µM],-10%,-0.7%
O=C(Nc1ccc2c(c1)OCO2)C1CCCN1C(=O)OCc1ccccc1 (stereo not drawn),4%,-7%,16%,2.6%
Cc1ccccc1CN1C(=O)C(O)(CC(=O)c2ccccc2)c2cc(Cl)ccc21 (stereo not drawn),27%,-16%[10.9 µM],25%,?

# Source: PubChem BioAssay
